Bioassay records deposited in PubChem by Vanderbilt High Throughput Screening Facility.
rmGlu8 calcium flux: rat mGlu8 modulation via Gqi9 calcium signal, confirmation, counter-screen for GIRK activator project, cell-based, HEK293 rmGlu8, Gqi9 chimera; HEK293 rmGlu8/Gqi9 calcium flux, Fluo-4 fluorescence; glutamate at EC20 added after compound; calls only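 (single compound addition from 20 µM solution with 0.2% DMSO)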; actives 4% (n = 2,100);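 active = calcium fluorescence trace judged by eye to show a response, as agonist, enhancer of the glutamate response, or inhibitor; inactive = trace judged by eye to show no response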
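Material: rat mGlu8 HEK-293 cells with transient Gqi9. Medium: HEPES-buffered HBSS, pH 7.4. Compound: one dose, 20 µM addition solution, 0.2% DMSO. Schedule: compound 4 min before glutamate, then 2 min recording. Technique: Fluo-4 calcium fluorescence sampled at 1 Hz.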
Calls only; i = inactive; + = active, no number.

Start of the listing, in advance:
SMILES	rmGlu8 calcium flux
Oc1c(N=Nc2ccccn2)ccc2ccccc12	i
CCOc1ccc(-c2nc(-c3cccnc3)no2)cc1OCC	+
CCOC(=O)N1CCN(C(=O)CN(Cc2ccccc2)S(=O)(=O)c2ccc(OC)c(C)c2)CC1	i
CCOn1c(=O)c(-c2cccs2)[n+]([O-])c2ccccc21	i
Cc1ccc(S(=O)(=O)c2c(C)cc(C)nc2Cl)c(C)c1	i

The listing, repeating the preview:
SMILES	rmGlu8 calcium flux
Oc1c(N=Nc2ccccn2)ccc2ccccc12	i
CCOc1ccc(-c2nc(-c3cccnc3)no2)cc1OCC	+
CCOC(=O)N1CCN(C(=O)CN(Cc2ccccc2)S(=O)(=O)c2ccc(OC)c(C)c2)CC1	i
CCOn1c(=O)c(-c2cccs2)[n+]([O-])c2ccccc21	i
Cc1ccc(S(=O)(=O)c2c(C)cc(C)nc2Cl)c(C)c1	i
O=C(CNC(=S)NC(=O)c1ccco1)c1ccccc1	i
CC1(C)CC(=O)C2=C(C1)N(c1ccccc1)C(N)=C(C#N)C2c1ccsc1 (stereo not given)	i
CCc1sc(NC(=O)CN2CCOCC2)nc1-c1ccccc1	i
CCN(CC)c1nc(C)nc2c1cnn2CCc1ccccc1	i
Cc1ccc(C2CC2C(=O)NNC(=S)Nc2cccc(Cl)c2)cc1 (stereo not given)	i
CCCCOc1ccc(C(=O)OC2CC(C)N(C)CC2C)cc1 (stereo not given)	i
Fc1ccc(/C=N/NC(=S)Nc2ccc(Cl)cc2)cc1F	i
Cc1cccc(-n2ncc3c(NCCc4ccc(S(N)(=O)=O)cc4)ncnc32)c1	i
O=C(CCn1c(=O)oc2ccccc21)N1CCN(c2ccccc2Cl)CC1	i
CC(C)NS(=O)(=O)c1ccc(OCC(=O)Nc2ccc3c(c2)OCO3)c(Cl)c1	i
O=C(NC(=S)Nc1ccc2c(c1)OCCO2)c1ccccc1	i
COc1cc(/C=C2/SC(=S)NC2=O)ccc1OS(=O)(=O)c1ccc(C)cc1	i
CCC(C)(C)n1nnnc1C(c1ccccn1)N1CCCCC1 (stereo not given)	i
O=C1NC(=O)/C(=C\c2ccccc2Oc2ccc(F)c(F)c2)S1	i
CCOc1ccccc1OCCCCCc1c(C)n[nH]c1C	i
Cc1ccc(NC(=O)COc2cccnc2[N+](=O)[O-])cc1S(=O)(=O)N1CCCCC1	i
CC(Cc1cccs1)NC(=O)Nc1ccc(Cl)cc1 (stereo not given)	i
Cc1ccccc1Cn1cc(NC(=O)c2nc3ncccn3n2)cn1	i
COc1ccc(CC(=O)Nc2cc(=O)n(C)c(=O)n2C)cc1	i
Cn1c2ccccc2c2cc(C(=O)NNS(=O)(=O)c3ccc(F)cc3)sc21	i
COc1cc(C(=S)N2CCCC2)cc(OC)c1OS(=O)(=O)c1ccc(NC(C)=O)cc1	i
CC1(C)CC(=S)Nc2ccccc2S1	i
CC(C)CC(=O)Nc1cccc2c1C(=O)N(c1ccccc1)C2=O	i
CCCn1nc2cc(C(=O)NCCc3ccc(C)cc3)ccc2c1OCC	i
COc1cccc(-n2c(SCC(=O)NCCC3=CCCCC3)nc3n[nH]c(C)c3c2=N)c1	i
Cc1ccc(N2CC(C(=O)N/N=C/c3sccc3C)CC2=O)cc1 (stereo not given)	i
O=C(NC(=S)Nc1ccccn1)c1ccco1	i
CC(C)c1cc(C(F)(F)F)n2nc(C(=O)Nc3ccc4c(c3)OCO4)cc2n1	i
COc1cccc(-c2cc(C(=O)NC3CCCC3)no2)c1	i
CS(=O)(=O)Nc1ccc(C2=NN(C(=O)C3CCCCC3)C(c3cccs3)C2)cc1 (stereo not given)	i
Cc1ccc(-c2cc(-c3cccs3)[nH]n2)c(O)c1	i
S=c1[nH]cnc2scc(-c3ccccc3)c12	i
CC1(C)NC(=O)N(CC(O)COc2ccc(-c3ccc(C#N)cc3)cc2)C1=O (stereo not given)	i
CC(C)C(=O)Nc1ccccc1N1CCN(C(=O)c2ccccc2)CC1	i
O=C(O)C1C2C=CC(C2)C1C(=O)NCCc1cccc(Cl)c1 (stereo not given)	i
S=c1[nH]nc(CSCc2ccc(Cl)cc2Cl)n1-c1ccccc1	i
Cc1cccc(NC(=O)COc2ccc(Br)cc2/C=N/O)c1	i
COc1ccc(C(=O)Nc2ccc(S(=O)(=O)NCc3ccco3)cc2)cc1OC	i
CN(C)CCCOc1nc2c(c(=O)n(C)c(=O)n2C)n1C	i
CC(=O)Oc1ccc(N(C(C)=O)S(=O)(=O)c2cccs2)c2ccccc12	i
O=C1CC(c2ccncc2)c2cc3c(cc2N1)OCCO3 (stereo not given)	i
C=CCN1C(=O)/C(=C2/Sc3ccccc3N2C)SC1=Nc1c(C)n[nH]c1C	i
Cc1cccc(C(=O)NC(=S)Nc2ccccc2C(F)(F)F)c1	i
Cc1cccn2c(=O)c(/C=N/O)c(N3CCCC3)nc12	i
COc1ccc(CN2CCNC(=O)C2CC(=O)O)cc1OC (stereo not given)	i
CC(Nc1nc(N2CCCCC2)nc2ccccc12)c1ccccc1 (stereo not given)	i
CCCc1ccc(OCC(=O)NNC(=S)NC(=O)c2ccco2)cc1	i
CC(Sc1nnnn1C)C(=O)Nc1ccc(Oc2ccccc2)cc1 (stereo not given)	i
CCCCn1c(NC(=O)c2ccccc2Cl)c(C#N)c2nc3ccccc3nc21	i
C/C(=N\NC(=S)Nc1cccc(C)c1)c1cccc(N)c1	i
O=c1[nH]c2ccc(Cl)cc2c(=O)n1Cc1ccco1	i
Cc1ccc2c(c1)NC(=O)CC(c1ccccc1)=N2	+
Cc1cc(NC(=O)CSc2nc(C3CC3)nc3sc(C)c(C)c23)no1	i
CCOc1ccc2nc(/N=C/c3c(C)[nH]n(-c4ccccc4)c3=O)sc2c1	i
O=C(CCSCc1cccc(Cl)c1)NCCc1ccc(Cl)cc1	i

For convenience, part of the list above.
SMILES	rmGlu8 calcium flux
CCCCn1c(NC(=O)c2ccccc2Cl)c(C#N)c2nc3ccccc3nc21	i
C/C(=N\NC(=S)Nc1cccc(C)c1)c1cccc(N)c1	i
O=c1[nH]c2ccc(Cl)cc2c(=O)n1Cc1ccco1	i
Cc1ccc2c(c1)NC(=O)CC(c1ccccc1)=N2	+
Cc1cc(NC(=O)CSc2nc(C3CC3)nc3sc(C)c(C)c23)no1	i
CCOc1ccc2nc(/N=C/c3c(C)[nH]n(-c4ccccc4)c3=O)sc2c1	i
O=C(CCSCc1cccc(Cl)c1)NCCc1ccc(Cl)cc1	i

(more compounds)
SMILES	rmGlu8 calcium flux
Cc1csc(NC(=O)C(Cc2ccccc2)n2cccc2)n1 (stereo not given)	i
CN(C)CCCOc1ccc(C(C)(C)c2ccccc2)cc1	i
CCOC(=O)c1ccc(NC(=S)NC2CCCC2)cc1	i
CCC1(C)Cc2c(sc3[nH]c(=S)n(Cc4ccccc4)c(=O)c23)CO1 (stereo not given)	i
CCCn1c(SCc2nc3sc(C)c(C)c3c(=O)[nH]2)nc2ccccc2c1=O	i
N/C(=N/O)c1nc(N2CCCC2)nc(N(c2ccccc2)c2ccccc2)n1	i
Cc1[nH]n(-c2ccccc2)c(=O)c1N=Nc1nccs1	i
CCc1ccc2c(c1)C1(NN=C(c3ccc(C)cc3)S1)C(=O)N2 (stereo not given)	i
Cn1c(=O)c(NCCO)c2c3c(cccc31)C(=O)c1ccccc1-2	i
CC(C)Oc1ccccc1C1Nc2ccccc2C(=O)N1c1ccc2c(c1)OCCO2 (stereo not given)	i
CCCc1nc2ccccc2c(=O)n1/N=C/c1c(C)[nH]n(-c2ccc(C)cc2)c1=O	i
CCc1ccc(/C=C/C(=O)C2C(=O)c3ccccc3C2=O)cc1	i
CC(C)C1Cc2c(sc3c2c(=O)n(Cc2ccccc2)c2nncn32)CO1 (stereo not given)	i
CCCSc1nc2sc3c(c2c(=O)[nH]1)CCN(Cc1ccccc1)C3	i
O=C(NC(=S)Nc1cccc(Cl)c1N1CCCCC1)c1ccco1	i
Cc1ccc(NC(=O)c2ccc(COc3ccc4c(c3)CCC4)cc2)c(C)c1	i
S=c1[nH]nc(-c2ccco2)n1/N=C/c1cccc(Cl)c1Cl	i
COc1ccccc1C1=Nn2c(nnc2C2CCCCC2)SC1	i
COC(=O)c1cc(OC)c(OC)cc1NC(=O)Nc1ccc(OC)cc1OC	i
CSc1nc2ccccc2cc1/C=C(\C#N)c1cccc(C)c1	i
CCc1ccc(C(=O)OCC(=O)Nc2cccc(S(=O)(=O)NC3=NCCCCC3)c2)cc1	i
Cc1cccc(C)c1NC(=S)NC(=O)c1ccccc1F	i
CC(C)(C)CC(C)(C)NCC(O)COc1c(F)cc(Br)cc1F (stereo not given)	i
O=C(Nn1cnnc1)c1cc2cc(Br)ccc2oc1=O	i
CNC(=S)N=Nc1c(O)[nH]c2ccc(C(C)C)cc12	i
CC(C)OCCCNC(=O)c1cccc(NC(=O)c2ccccc2)c1	i
O=C(NC(=S)Nc1nc2c(s1)CCCC2)c1ccccc1	i
CCOC(=O)c1oc2nc(C(C)C)c3c(c2c1N)CC(C)(C)OC3	i
CCNC(=S)N/N=C(\C)c1ccc(Cl)s1	i
CC1CCN(C(=S)NC(=O)c2ccccc2)CC1	i
Cc1nc2ccc(NS(=O)(=O)c3ccc4c(c3)OCCO4)cc2s1	i
C=C(C)C1CC=C(C)/C(=N/NC(=O)c2ccc(NC(=O)CCC)cc2)C1 (stereo not given)	i
CC1(C)CC(=O)c2c(noc2-c2ccccc2)C1	i
O=C(c1ccco1)N1CCN(c2ncnc3scc(-c4cccs4)c23)CC1	+
Cc1nc(C)c(C(=O)Nc2ccc(Oc3ccccc3)cc2)o1	i
CCOC(=O)Cn1c(=N)n(CCOc2cccc(C)c2)c2ccccc21	i
CCOC(=O)C1=C(C)NC2=C(C(=O)C(C(=O)OCC)C(c3cccc(OC)c3)C2)C1c1ccccn1 (stereo not given)	i
Cc1nnc(NC(=O)c2ccco2)s1	i
N#CC1(Cc2ccc([N+](=O)[O-])cc2)c2ccccc2C=CN1C(=O)c1ccccc1 (stereo not given)	i
O=C1CC(N2CCN(c3nc4ccccc4s3)CC2)C(=O)N1c1ccc(F)cc1 (stereo not given)	i

Arranged by molecular weight (falling): 3 of the compounds above.
SMILES	rmGlu8 calcium flux
Cc1nc2ccc(NS(=O)(=O)c3ccc4c(c3)OCCO4)cc2s1	i
Cc1cccc(C)c1NC(=S)NC(=O)c1ccccc1F	i
CC1(C)CC(=O)c2c(noc2-c2ccccc2)C1	i

Later entries
SMILES	rmGlu8 calcium flux
CCCn1c(=O)c2ccccc2n2c(SCc3nc4ccccc4s3)nnc12	i
Cn1cc(CCC(=O)NCc2ccc3c(c2)OCO3)c2ccccc21	i
Cc1ccc(-c2csc3ncnc(N4CCN(C(=O)c5ccccc5)CC4)c23)cc1	i
Cc1ccc(C(=O)NC(=S)Nc2ccccc2C(F)(F)F)cc1C	i
Oc1cccc(NC(=S)Nc2ccc(SC(F)F)cc2)c1	i
CC(=O)c1cccc(NC(=O)CCOc2ccccc2)c1	i
CCc1c(O)nc(SCC(=O)Nc2ccc(OC)cc2)n(C2CCCCC2)c1=O	i
Cc1ccc2oc(-c3cccc(NC(=S)NC(=O)c4cccs4)c3)nc2c1	i
CCOc1cc(C2NN=C(c3ccc(C)cc3)S2)ccc1O (stereo not given)	i
C=CCNC(=S)Nc1sc2c(c1C(=O)OCC)CC(C(C)C)OC2 (stereo not given)	i
CC(Oc1ccc(Cl)cc1)C(=O)N/N=C/c1ccsc1 (stereo not given)	i
OC(CN1C2=NCCCN2c2ccccc21)c1ccc(Br)cc1 (stereo not given)	i
CCc1ccc(NCc2cc3c(C)nn(-c4ccccc4)c3[nH]c2=O)cc1	i
Cn1c(N2CCCC2)nc2c1c(=O)n(Cc1ccc(Cl)cc1)c(=O)n2C	+
O=S(=O)(c1ccc(-c2nnc(SCc3nnc(-c4ccccc4)o3)o2)cc1)N1CCCC1	i
O=C(C1CCN(S(=O)(=O)c2cccc3cccnc23)CC1)N1CC=C(c2ccccc2)CC1	i
C/C(=N\NC(N)=S)c1ccc(Cl)s1	i
Cc1ccc(C(C(=O)NC2CCCC2)N2CCCC(C)C2)cc1 (stereo not given)	i
O=C1CC(C(F)(F)C(F)(F)C(F)(F)F)=Nc2ccccc2N1	i
COc1ccccc1NC(=O)c1ccc(S(=O)(=O)N2CCCC2)cc1	i
CN1CC=C2C(C#N)=C(N)C(C#N)(C#N)[C@H](c3cccc(Cl)c3)C2C1 (stereo not given in full)	i
O=C(NC(=S)NCCC1=CCCCC1)c1cncc(Br)c1	i
Cc1cc(C(=O)OCC(=O)Nc2ccc(F)cc2)c(C)o1	i
CCCn1c(SC(C(=O)Nc2cc(C)ccc2OC)c2ccccc2)nc2ccccc2c1=O (stereo not given)	i
CCn1c(N)c(C(=O)NCc2ccco2)sc1=S	i
Cc1ccc(SC(C)C(=O)Nc2ccc(S(=O)(=O)N3CCOCC3)cc2)cc1 (stereo not given)	i
Nc1nc2n(n1)C(c1cccs1)CC(c1ccc(F)cc1)N2 (stereo not given)	i
O=C(CSc1nnc(-c2c[nH]c3ccccc23)n1-c1ccc(F)cc1)NCc1ccco1	i
CCCN1C(=O)/C(=C/c2ccc(C)s2)NC1=S	i
CN(C)Cc1c(O)c(Cl)cc2c3c(c(=O)oc12)CCCC3	i
O=C1CC(c2ccco2)Sc2nc3ccccc3n21 (stereo not given)	i
O=C(O)c1cnc(-c2ccccc2)nc1Sc1ccccc1Cl	i
CCCCCCN1C2=NCCN2c2ccccc21	i
CC1CCN(c2ncccc2C(=O)O)CC1	i
O=C(NC(=S)Nc1ccccc1Cl)c1csnn1	i
COc1ccccc1NC(=O)C(=O)NNC(=O)c1ccco1	i
CN(C)S(=O)(=O)c1cc(NC(=O)COC(=O)c2ccc3c(c2)OCO3)ccc1Cl	i
C/C(=N\NC(=O)c1ccccc1)c1nc2ccccc2n1C	i

A portion of the library; count on the stated rates, not on these rows.
